# Screening data as filed in PubChem BioAssay.
# hcGAS lum = human cGAS inhibition | inhibition, % at 12.5 µM | actives 0.081% (n = 290,000) | AID 1259398 | recombinant h-cGAS, ATP depletion, Kinase-Glo luminescence;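 further: 0% = vehicle reaction and 100% = reaction without DNA for no activity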
# Target sequence (Q8N884 whole entry, looked up): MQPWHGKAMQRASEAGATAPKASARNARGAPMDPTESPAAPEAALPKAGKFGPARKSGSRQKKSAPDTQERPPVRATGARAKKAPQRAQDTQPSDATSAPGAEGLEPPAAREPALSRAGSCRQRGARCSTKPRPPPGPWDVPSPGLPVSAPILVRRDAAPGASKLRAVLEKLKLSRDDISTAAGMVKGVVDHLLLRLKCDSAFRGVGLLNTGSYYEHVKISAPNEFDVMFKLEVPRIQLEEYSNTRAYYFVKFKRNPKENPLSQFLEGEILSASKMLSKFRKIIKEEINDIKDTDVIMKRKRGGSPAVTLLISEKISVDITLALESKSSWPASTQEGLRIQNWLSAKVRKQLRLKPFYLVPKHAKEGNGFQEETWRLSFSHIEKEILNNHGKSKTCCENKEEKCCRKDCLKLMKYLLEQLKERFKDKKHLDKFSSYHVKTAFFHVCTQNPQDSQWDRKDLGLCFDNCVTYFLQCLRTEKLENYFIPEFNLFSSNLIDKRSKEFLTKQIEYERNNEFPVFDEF
# mcGAS inh = mouse cGAS inhibition by luminescence | Q8C6L5 | recombinant cGAS, Kinase-Glo ATP depletion luminescence | inhibition, % at 12.5 µM | actives 0.15% (n = 160,000) | AID 1259399;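 further: 0% = negative control wells and 100% = reference inhibitor with no enzyme activity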
# NPYLR7 ag = activates Aedes aegypti NPYLR7 receptor | activation, % at 10 µM | HEK293T NPYLR7/Galpha15, GCaMP6s calcium fluorescence | AID 1259423 | actives 0.15% (n = 270,000); in the data active means activation above about 40%;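 further: 0% = vehicle and 100% = reference agonist at the receptor; some compounds past the cut are filed as inactive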
# * = called active by the depositor; x = no result given; & = joins results of further samples. Unless noted, no stated cut-off is given here; in the data, active means inhibition above about 40%; inactive means the rest.
Compound	mcGAS inh	NPYLR7 ag	hcGAS lum
CCC1CN(C(=O)COCC(F)(F)C(F)F)CCN1 (stereo not given)	x	1.8	3.4
CSc1ccc(CN(C)C(=O)CNC(=O)COc2ccccc2)cc1	x	4.0	-12.3
CCOC(=O)CNC(=O)Cn1c(-n2nc(C)cc2C)nc2c(c1=O)CCCC2	-1.7	x	2.1
CCCC(=O)Nc1ccc(Cl)c(S(=O)(=O)N2CCCC2)c1	x	5.7	-5.8
O=C(NCc1ccccn1)C1CCCN(C2CCN(c3ncnc4[nH]ccc34)CC2)C1 (stereo not given)	-14.4	7.6	-5.1
O=C(OC(/C=C1/CCCC=C1N1CCOCC1)c1ccccc1)c1ccccc1 (stereo not given)	x	9.2	-4.4
O=C(CSc1nnc(NC(=O)c2cccc([N+](=O)[O-])c2)s1)c1ccc(Cl)cc1	-5.9	4.6	-4.1
O=S(=O)(c1cnc[nH]1)N1CCN(c2cccc(Cl)c2)CC1	x	14.8	-6.5
CCc1nc2n(n1)C(=O)C(C(c1ccc(F)cc1)N1CCC(C(=O)OC)CC1)S2 (stereo not given)	-6.0	-0.4	-6.4
COc1ccc(CC(=O)N2CCN(C(=O)CCN3CCc4sccc4C3c3cccc(F)c3)CC2C)cc1 (stereo not given)	-6.1	5.6	-2.9
CC(=O)N(CN1C(=O)c2ccccc2C1=O)c1ccc(Oc2ccccc2)cc1	x	4.6	-4.0
COC(=O)c1ccc(COC(CN2CCN(S(=O)(=O)c3ccc(OC(F)F)cc3)CC2)c2ccc(Cl)cc2)cc1 (stereo not given)	-6.8	x	-5.3
CC(C(=O)Nc1cccnc1Cl)N1CCC(N2CCOCC2)C1 (stereo not given)	x	3.2	-4.9
CCN(CC)C(=O)Oc1ccc2c(ccn2Cc2cc(OCc3ccccc3)cc(OCc3ccccc3)c2)c1-c1ccc(OC)c(OC)c1	-7.7	10.8	-6.3
CC(=O)NC(c1ccccc1Cl)c1c(O)ccc2ccccc12 (stereo not given)	x	11.9	-7.2
CN(C)c1ccc(CC(=O)N2CCCC(c3cc(C(=O)Nc4ccc(F)c(Cl)c4)no3)C2)cc1 (stereo not given)	-2.9	-3.2	0.6
CCN(CC(=O)Nc1ccc(OC(F)F)cc1)Cc1ccc2c(c1)OCO2	x	3.0	-6.4
CCC(C(=O)N(CC(=O)N(CCc1c[nH]c2ccccc12)Cc1ccc(N(C)C)cc1)CC(C)C)c1ccccc1 (stereo not given)	-4.0	24.3	1.5
CC(C)NC(=O)CN(C)C(=O)c1ccc(C2SCCCS2)cc1	x	-6.8	-0.8
COc1ccc(OC2CCN(C(=O)C3CC3)CC2)c(C(=O)NC(C)Cc2cccnc2)c1 (stereo not given)	x	5.6	-10.7
O=C1CSC(c2ccc3c(c2)OCO3)N1Cc1ccccc1 (stereo not given)	-5.1	6.5	1.6
CCNC(=O)c1nc(-c2ccccc2)no1	-7.2	15.6	-3.7
CC1CN(c2cc(=O)n(-c3cccc(Br)c3)c(=O)[nH]2)CC(C)O1 (stereo not given)	x	1.6	4.6
CCOc1ccc(-n2nnc3c(=O)n(Cc4ccccc4)cnc32)cc1	x	7.8	-5.8
CCN1CCCC1CNC(=O)CCC1CCN(Cc2ccc(OC)cc2F)CC1 (stereo not given)	x	0.2	-0.8
CC(c1ccon1)N(C)CC(=O)Nc1nc2ccccc2[nH]1 (stereo not given)	x	29.0	-4.2
O=C(Cn1nc2c(c1NC(=O)c1ccc([N+](=O)[O-])o1)CSC2)NCc1ccccc1	22.4	-5.1	-5.8
Cc1ccc(F)c(C(=O)N2CCNCC2C(=O)N2CCN(C)CC2)c1Cl (stereo not given)	-9.5	2.8	-4.9
Cc1ccc(-n2c(=O)[nH]c3c(C(N)=O)nc(CC(C)C)nc32)cc1	x	3.1	-6.0
COc1ccc(-n2cccn2)c([C@@H]2C[C@H](NC(C)=O)C[C@H](CC(C)C)O2)c1	x	7.4	-4.3
COC(=O)c1cc(OC)c(OC)cc1NC(=O)C1CC2CCC1C2 (stereo not given)	-0.7	3.0	-3.8
CC(C)c1ccc(NC(=O)c2cccnc2Oc2cccc([N+](=O)[O-])c2)cc1	1.0	-2.2	-2.0
CC(=O)NC(NC(=S)Nc1ccc(C(=O)O)cc1)C(Cl)(Cl)Cl (stereo not given)	x	-11.6	-4.3
O=C(COc1ccc(Cl)c(Cl)c1)Nc1ccc2c(c1)CCO2	x	7.9	-15.3
CCOC(=O)c1csc(CSc2nnc(-c3cccnc3)n2-c2ccc(C)cc2)n1	-9.6	x	-5.8
Cn1ncc([N+](=O)[O-])c1C(=O)Nc1ccc(I)cc1	-4.8	4.7	-6.0
CC(C(=O)NCc1cnc2c(c1)CCC2)n1cnc2ccccc21 (stereo not given)	x	0.5	-5.7
C=CCN(CC(O)Cc1ccccc1)CC1CC(c2ccc(Cl)cc2)=NO1 (stereo not given)	-2.6	-2.7	-0.3
CCN(CC)S(=O)(=O)c1ccc(C(=O)Nc2nc(C)c(C(C)=O)s2)cc1	-5.4	-1.9	0.1
C#CCn1c(C2CC(=O)N(c3ccc(C)cc3C)C2)nc2ccccc21 (stereo not given)	-2.2	-5.1	-3.8
Cc1ccnc(NCCNC(=O)c2cnn(-c3ccccn3)c2C)c1	-9.4	4.5	0.2
O=C(Cc1ccccc1)N(Cc1ccc2c(c1)OCO2)Cc1cc(Cl)ccc1OCc1nc(CO)cs1	-2.6	7.5	-0.8
Fc1ccc(N=c2oc3ccc(Br)cc3cc2-c2nc3ccccc3[nH]2)cc1	-5.5	0.4	-9.1
CCS(=O)(=O)c1ccc(CC(=O)N(Cc2ccccn2)c2nc3c(F)cccc3s2)cc1	2.4	-4.9	3.7
C=C(C)COc1ccc(-c2ncncc2-c2ccccc2OC)c(O)c1	0.0	-0.6	2.5
CCOc1cc(-c2nccn2Cc2cn(C)nc2C)ccc1O	-6.9	-2.5	-4.6
O=C(Cc1ccc(Cl)cc1)N1CCC(n2cnc3cc(C(F)(F)F)ccc32)CC1	-7.8	-5.8	-4.5
CCCN(CCC)Cc1ccc(C(=O)N2CC=CC2)cc1	x	-4.9	-1.7
CCCCN(C(=O)C1CCC1)c1c(N)n(CCC)c(=O)[nH]c1=O	x	-2.7	1.1
Cc1ccccc1C(=O)N1C(C(=O)NC(C)c2ccccc2)COC12CCN(C(=O)CC(C)(C)C)CC2 (stereo not given)	-1.9	1.2	2.4
Cc1cc(N(C)C)ccc1CNC(=O)c1ccco1	x	10.9	-8.7
COc1cccc(OC)c1-c1cccc(OC(C)C(N)=O)c1 (stereo not given)	x	13.8	0.0
COc1cccc(-c2cc(C(=O)N(CCN(C)C)Cc3ccccc3)n3nc(C(C)(C)C)cc3n2)c1	-7.4&-5.0	-12.2&13.2	-3.8&-2.5
CC(CN)COCc1ccccc1 (stereo not given)	x	10.4	-4.7
O=C(NC1CCCN(C2CCCCCC2)C1)c1ccc(F)cc1Cl (stereo not given)	-11.2	2.9	-7.9
COc1cc(C=NN2CCOCC2)cc(Br)c1O	x	-4.4	-2.6
O=C(CCc1nnc(-c2ccc(Cl)cc2)o1)NC1C=CCCC1 (stereo not given)	x	-0.4	-4.7
Cc1nc2ccc(CC(=O)N3[C@@H]4CC[C@H]3CNC(=O)C4)cc2[nH]1	-10.7	-0.3	0.4
c1ccc(C2CSc3ccccc3N2)cc1 (stereo not given)	x	2.3	-13.9
C=C(C)COc1ccccc1C(=O)NCC1CC(=O)N(C2CC2)C1 (stereo not given)	-18.0	-7.8	-7.8

# (next part)
Compound	mcGAS inh	NPYLR7 ag	hcGAS lum
O=c1cc(-c2ccccc2)[nH]c2nc(Cl)ccc12	-2.7	5.8	-0.5
CC(=O)N(C)C1CCN(Cc2ccc(-c3nc(C)c(C)c(=O)[nH]3)cc2)C1 (stereo not given)	x	0.3	5.9
O=C(Cc1coc(-c2ccccc2)n1)NC1CCCC1	x	2.8	-13.7
Cc1ccc(CN(Cc2ccccc2)C(=O)CNC(C)C)s1	-6.1	-6.7	-6.2
CCC1(C)CCCN(C(=O)CCn2c(-c3ccc(OC)cc3)n[nH]c2=S)C1 (stereo not given)	-14.8	1.8	-6.6
Cn1c(=S)[nH]c2c(c1=O)C(C)(C)Cc1ccccc1-2	-9.1	-1.9	-17.5
Cc1[nH]cnc1C(=O)N1CCN(C2CCc3ccccc3C2)CC1 (stereo not given)	-12.4	1.4	-7.3
Cc1cccc(C(=O)NCc2nnc(SCC(=O)N3CCCc4ccccc43)n2-c2cccc(C(F)(F)F)c2)c1	x	-7.1	2.1
O=C1CN(C(=O)C(Sc2ccccc2)c2ccccc2)CCN1 (stereo not given)	x	4.3	-8.2
Cc1ccc(OCCS(=O)(=O)N2CCn3cncc3C2)cc1	-3.8	-3.2	-1.0
C=c1cc(C)n(CC(=O)Nc2cc(Cl)ccc2C)c(=O)c1=C1N=C(c2ccc3c(c2)OCO3)NO1	-7.6	-3.1	-4.0
Oc1ccc(C2Oc3ccccc3C3CC(c4cccs4)=NN32)c(O)c1 (stereo not given)	-3.4	19.4	-8.1
O=c1[nH]cnc2cc(Cl)ccc12	x	-4.6	-2.3
Cn1c(=O)[nH]c(=O)c2c1nc(N1CCN(Cc3ccccc3Cl)CC1)n2Cc1ccccc1F	-4.8	2.5	-0.9
CC1CN(Cc2ccccc2CNC(=O)/C=C/c2nccs2)CC(C)O1 (stereo not given)	-16.3	14.6	-10.4
Cc1cc2sc(C(=O)O)cc2s1	x	-7.9	-3.3
CN(C)S(=O)(=O)c1ccc(S(=O)(=O)Nc2ccc(F)cc2)cc1	x	-0.2	-0.3
CCC1SC2=NC(C)=C(C(=O)OC)C(c3ccccc3Cl)N2C1=O (stereo not given)	-12.3	6.7	-8.8
COC(=O)Cn1c(=O)c2c(nc3n(C4CCCC4)c(C)cn23)n(C)c1=O	-9.1	-1.5	-4.5
Cn1c(=O)c(CN2CCC(CNC(=O)C3CC3)C2)cc2ccccc21 (stereo not given)	-10.1	x	-8.0
COc1ccc(C)cc1NC1CCCN(C(=O)c2ccc(Br)cc2)C1 (stereo not given)	x	7.0	-5.2
CC(NC(=O)N1CCC[C@@H]1CO)c1cccc(-n2cccn2)c1 (stereo not given in full)	-7.0	0.6	-18.5
CCCCN1CCN(c2cncc(C(=O)N3CCCC3)n2)CC(O)C1 (stereo not given)	-2.0	x	-1.8
Cc1ccc(C(=O)N(Cc2cccnc2)Cc2nccn2Cc2ccc(C(F)(F)F)cc2)cc1	-7.8	0.8	-6.9
CCOC(=O)c1ccc(-n2ccc3c(cnc4nc(SCC)nn43)c2=O)cc1	x	-0.8	-7.7
O=C(O)CN1C(=O)/C(=C\c2cccc(OCc3ccccc3)c2)SC1=S	17.2	17.7	1.2
O=C1NCCN(Cc2cccc(Oc3ccccc3)c2)C1CC(=O)N1CCSCC1 (stereo not given)	-10.7	7.2	-5.4
Cc1ccc(C(=O)N2CCc3c(nc(-c4ccccc4)nc3N(C)C)C2)cc1	x	4.3	-5.5
Cc1ccc(N2C(=O)CC(N3CCN(c4ccccn4)CC3)C2=O)cc1 (stereo not given)	-7.2	-6.0	-5.1
COc1cc(OC)cc(C(=O)N2CC(=O)N3CCc4ccccc4C3C2)c1 (stereo not given)	-5.7	-7.8	-4.8

# In a second layout: entries from further up
# Value order: mcGAS inh, NPYLR7 ag, hcGAS lum
O=c1cc(-c2ccccc2)[nH]c2nc(Cl)ccc12
→ -2.7, 5.8, -0.5
CC(=O)N(C)C1CCN(Cc2ccc(-c3nc(C)c(C)c(=O)[nH]3)cc2)C1 (stereo not given)
→ x, 0.3, 5.9
O=C(Cc1coc(-c2ccccc2)n1)NC1CCCC1
→ x, 2.8, -13.7
Cc1ccc(CN(Cc2ccccc2)C(=O)CNC(C)C)s1
→ -6.1, -6.7, -6.2
CCC1(C)CCCN(C(=O)CCn2c(-c3ccc(OC)cc3)n[nH]c2=S)C1 (stereo not given)
→ -14.8, 1.8, -6.6
Cn1c(=S)[nH]c2c(c1=O)C(C)(C)Cc1ccccc1-2
→ -9.1, -1.9, -17.5
Cc1[nH]cnc1C(=O)N1CCN(C2CCc3ccccc3C2)CC1 (stereo not given)
→ -12.4, 1.4, -7.3
Cc1cccc(C(=O)NCc2nnc(SCC(=O)N3CCCc4ccccc43)n2-c2cccc(C(F)(F)F)c2)c1
→ x, -7.1, 2.1
O=C1CN(C(=O)C(Sc2ccccc2)c2ccccc2)CCN1 (stereo not given)
→ x, 4.3, -8.2
Cc1ccc(OCCS(=O)(=O)N2CCn3cncc3C2)cc1
→ -3.8, -3.2, -1.0
C=c1cc(C)n(CC(=O)Nc2cc(Cl)ccc2C)c(=O)c1=C1N=C(c2ccc3c(c2)OCO3)NO1
→ -7.6, -3.1, -4.0
Oc1ccc(C2Oc3ccccc3C3CC(c4cccs4)=NN32)c(O)c1 (stereo not given)
→ -3.4, 19.4, -8.1

# Next results:
Compound	mcGAS inh	NPYLR7 ag	hcGAS lum
Cc1cc2nc(-c3ccccc3)c(N3CCN(C(=O)c4cccnc4Cl)CC3)nc2cc1C	0.7	-1.0	4.5
C=Cc1ccc(Cn2c(C)c(C(=O)NCc3ccc4c(c3)OCO4)sc2=O)cc1	x	16.1	-5.7
COc1ncccc1NC(=O)C(=O)N1CCC(c2cccc(F)c2)C1 (stereo not given)	x	-8.8	6.4
CCCCC1C(=O)N(C)CCN1C(=O)c1cn(CCC2CCCCC2)nn1 (stereo not given)	-12.0	x	-4.9
Cc1cc(NC(=O)Cn2nc(C)c(S(=O)(=O)NC(C)(C)C)c2C)no1	x	-0.9	3.3
